# EPAC1 antag: blocks human EPAC1 exchange factor; O95398; EPAC1 GEF assay, Rap1b-BODIPY-GDP exchange fluorescence; Potency, µM (doses to about 115 µM), without a hit: top-dose activity change, negative = inhibition, most hits filed as inhibitors; hit rate 0.14% among 360,000; AID 720709;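 further: potency means the concentration at half of the fitted maximal effect; plate controls were vehicle for no effect and positive control for full effect; nearly all actives have a fitted effect of over 50% in size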
# PI5P4Ka inh: inhibitors of human PI5P4K alpha; P48426; PI5P4Kalpha enzyme, ADP-Glo luminescence, 60 min; hits give low values; max response, %; hit rate 1.2% among 330,000; active means max response of -50% or lower; inconclusive means between -30% and -50%; inactive means -30% or higher; further: value at the top dose of about 77 µM; on the % scale 0 is the no-effect control and ±100 the full control effect
# Target sequence (P48426 whole entry, looked up): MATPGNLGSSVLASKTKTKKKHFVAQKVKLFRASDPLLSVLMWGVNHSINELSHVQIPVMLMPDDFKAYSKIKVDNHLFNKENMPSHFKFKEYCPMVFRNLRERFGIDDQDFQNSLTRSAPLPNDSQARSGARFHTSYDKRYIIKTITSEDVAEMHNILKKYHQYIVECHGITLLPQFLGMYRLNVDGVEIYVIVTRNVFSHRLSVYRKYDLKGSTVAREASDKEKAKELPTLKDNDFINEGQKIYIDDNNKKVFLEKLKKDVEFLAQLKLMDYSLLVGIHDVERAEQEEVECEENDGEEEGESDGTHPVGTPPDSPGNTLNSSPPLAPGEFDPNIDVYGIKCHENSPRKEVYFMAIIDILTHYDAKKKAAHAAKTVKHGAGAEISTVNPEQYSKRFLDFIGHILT
#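 PI5P4Kalpha ADP-Glo assay; 5 microM ATP final; 60 min RT reaction; HEPES pH 7.4/EGTA/CHAPS, 5% DMSO; controls lacking substrate or enzyme; luminescent end-point.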
# Abeta yeast res: restores growth of yeast expressing A-beta42 peptide. yeast expressing A-beta42, growth rescue, OD600, 48 h; response scale: 0% DMSO, 100% iron-clioquinol control. Potency, µM (highest dose often 46.1 µM), without a hit: at the top dose growth rescue, most hits filed as activators. hit rate 0.063% among 410,000. AID 1347071; further: potency means the concentration at half of the fitted maximal effect; nearly all actives have a fitted effect of over 55% in size
#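 Yeast A-beta toxicity model in growth medium with pinned compounds, 48 h at 30 C; growth read as absorbance at 600 nm. Normalized to FeCl3/clioquinol equimolar mix (positive) and DMSO (negative).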
# FUS yeast rescue: FUS proteinopathy suppression in yeast; S. cerevisiae FUS-expressing, growth rescue, OD600, 24 h; hit rate 0.24% among 390,000; Potency, µM (titrated, usually from 76.6 µM), without a hit: top-dose growth rescue (activation), hits mostly activators;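 further: potency means the concentration at half of the fitted maximal effect; plate controls were DMSO vehicle for no effect and reference control for full effect; nearly all actives have a fitted effect of over 55% in size; some results filed as inactive show a strong effect at the top dose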
#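 Cultures pregrown in 2.5% raffinose medium are shifted to minimal medium containing 2% galactose to express toxic FUS. Compounds are tested at several concentrations. After 24hr at 30C, growth is quantified at 600 nm absorbance.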
# WRN inhibitor: WRN helicase (human) inhibition; Q14191; WRN helicase unwinding, fluorescent forked duplex, kinetic; Potency, µM (series often up to 114 µM), for the others: at the highest dose activity change, negative = inhibition, actives largely listed as inhibitors; hit rate 0.46% among 360,000; AID 651768; further: potency means the concentration at half of the fitted maximal effect; on the % scale 0 is the no-effect control and ±100 the full control effect; nearly all actives have a fitted effect of over 55% in size
#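 Enzyme (20 nM final) and test compound sit together 15 min at room temperature before substrate addition. Substrate is a single-forked duplex oligonucleotide (100 nM) labelled with fluorophore and quencher, with 2 mM ATP; helicase unwinding raises red fluorescence, read kinetically.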
# EPAC1 ag: EPAC1 (human) agonism | O95398 | EPAC1 agonist qHTS, biochemical assay; response scale: 100% = response to 6.5 mM cAMP | Potency, µM (titrated, usually from 154 µM), inactives show at the top dose activation, hits mostly activators | hit rate 0.073% among 360,000 | AID 720707; further: potency means the concentration at half of the fitted maximal effect; nearly all actives have a fitted effect of over 60% in size
#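 Read-out is the fluorescence drop as BODIPY-GDP leaves Rap1B (480 nm excitation, 540 nm emission), recorded every 5 minutes over 30 minutes. Reactions held 100 nM EPAC1, 250 nM Rap1B–BODIPY-GDP and 50 uM GDP, with 6.5 mM cAMP setting full activation.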
# PLK1 PBD inh: blocks phosphopeptide binding to human PLK1 polo-box domain. Plk1 PBD binding of FITC phosphopeptide, fluorescence polarization. P53350. Potency, µM, inactives show max response, negative = inhibition, hits mostly inhibitors. hit rate 2.8% among 360,000; further: potency means the concentration at half of the fitted maximal effect; series mostly up to about 57 µM; on the % scale 0 is the no-effect control and ±100 the full control effect; nearly all actives have a fitted effect of over 65% in size
# Target sequence (P53350 whole entry, looked up, the tested form may be a part): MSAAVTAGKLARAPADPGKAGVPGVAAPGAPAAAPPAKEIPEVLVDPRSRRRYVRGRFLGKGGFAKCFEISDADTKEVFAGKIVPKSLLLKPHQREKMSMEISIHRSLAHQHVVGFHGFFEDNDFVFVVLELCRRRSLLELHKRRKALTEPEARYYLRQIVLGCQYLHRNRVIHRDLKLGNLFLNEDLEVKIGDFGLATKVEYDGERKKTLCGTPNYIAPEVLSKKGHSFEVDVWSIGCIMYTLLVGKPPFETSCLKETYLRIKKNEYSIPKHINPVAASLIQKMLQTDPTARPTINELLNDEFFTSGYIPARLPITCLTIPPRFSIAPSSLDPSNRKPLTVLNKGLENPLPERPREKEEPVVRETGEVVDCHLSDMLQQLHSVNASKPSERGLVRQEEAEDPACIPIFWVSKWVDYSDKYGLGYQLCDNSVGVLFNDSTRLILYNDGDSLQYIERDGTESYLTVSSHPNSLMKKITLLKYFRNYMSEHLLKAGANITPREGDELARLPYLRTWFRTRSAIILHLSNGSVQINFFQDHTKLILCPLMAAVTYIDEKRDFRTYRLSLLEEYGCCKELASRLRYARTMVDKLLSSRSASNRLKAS
# IL-2 act: activates IL-2 in a cell-based reporter assay; IL-2 activation reporter assay, cell-based qHTS; stimulated with anti-CD3/CD4/CD28 beads; in transgenic mouse T cells; activation, % (series mostly up to about 46 µM); hit rate 0.065% among 360,000; AID 652025; in the data active means activation above about 50%; inconclusive means mostly about 30% to 49%; further: 0% is about no effect
#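 Unstimulated transgenic mouse T cells preincubated 60 min with compound, then stimulated with anti-CD3/anti-CD4-coated beads plus anti-CD28 for 18 h at 37 degrees C. IL-2 response read as EGFP and DsRed fluorescence by plate cytometry.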
# The depositor's hits bear a star; ? = inconclusive; / = not tested or not shown; [ ] = dose if it differs, or a comment. Unless noted, the call rests on the fitted dose curve; in most records, active means well fitted curve in the direction sought with a large enough effect; inconclusive means small, poorly fitted or top-dose-only effect, or another doubt; inactive means no such curve, though single readings can be large; an effect the other way counts as inactive or inconclusive.
cpd	molecule	EPAC1 antag	PI5P4Ka inh	Abeta yeast res	FUS yeast rescue	WRN inhibitor	EPAC1 ag	PLK1 PBD inh	IL-2 act
1	COc1cccc(-c2nn(-c3ccc(F)cc3)cc2C(=O)NCC2CCCO2)c1 (stereo unspecified)	-13%	9	4%	20%	1%	-1%	-10%	-5.4
2	Cc1cccc(NC(=O)COC(=O)[C@@H]2CCCN2C(=O)c2cccs2)c1	-16%	-6	19%	26%	-21%	5%	-7%	0.9
3	Cc1cccc(C(=O)Nc2ccc3c(c2)C(=O)N(CC(C)C)C3=O)c1	-6%	0	2%	-32%	2%	1%	2%	0.9
4	CCN(CC)c1nc2c3c(nc4c(c3c1C#N)CC(=O)N4c1ccc(Cl)cc1)NC(C)=N2	-20%	?	-12%	/	-26%	-13%	-2%	-0.2
5	COc1ccc([C@H]2CC(=O)C=C(c3ccc(F)nc3)C2)cc1OC	-22%	4	-5%	-6%	-1%	0%	2%	0.0
6	O=C(C1=C[C@@H](c2ccc3c(c2)OCO3)C[C@@H](OCCCCO)O1)N1CCOCC1	6%	-6	10%	3%	-16%	6%	0%	-0.3
7	COC(=O)c1ccc(-n2c(C)cc(C(=O)CSc3cccc[n+]3[O-])c2C)cc1	-13%	0	10%	8%	4%	0%	-1%	0.8
8	CC1CCN(c2oc(-c3cccc4ccccc34)nc2C#N)CC1	-6%	/	12%	0%	-10%	6%	0%	-0.3
9	COc1cccc(NC(=O)CN(C)C(=O)CSc2nc(C)cc(C)n2)c1	20%	3	7%	-24%	9%	-9%	3%	0.4
10	COc1ccc(OC)c(CN2CCC(CNC(=O)Nc3cccc(Cl)c3)CC2)c1	-1%	2	3%	-9%	-7%	-4%	2%	0.2
11	COC(=O)/C=C/C(=O)Nc1ccc(O)c(Cl)c1	-3%	-59*	11%	7%	-24%[57.1 µM]	1%	-13%	-2.6
12	CC(=O)NC(C)C(=O)OCC(=O)Nc1ccc(Br)cc1 (stereo unspecified)	-1%	9	8%	-6%	-2%	-3%	1%	-0.5
13	CCCOc1ccccc1OCC(=O)Nc1cccc(S(=O)(=O)NC2=NCCC2)c1	-20%	-4	11%	4%	-5%	-2%	-1%	-0.3
14	Cc1nnc(C)n1/N=C/c1ccccc1	11%	/	7%	8%	-6%	2%	-5%	0.3
15	O=C(CSc1ccc(F)cc1)NCC1(N2CCOCC2)CCCCC1	1%	7	11%	4%	-6%	4%	-7%	-1.1
16	CCN(CC)C1CCN(C(=O)c2cc(COc3cccc4cccnc34)on2)C1 (stereo unspecified)	-17%	4	0%	-28%	4%	-4%	-12%	-2.9
17	CCc1[nH]c(C(=O)O)c(C)c1C(=O)OC	2%	-5	12%	-12%	5%	9%	-16%	1.1
18	O=C(COC(=O)c1nc(Cl)c(Cl)c(Cl)c1Cl)NCc1ccccc1	-17%	-28	-25%	-19%	-20%	-2%	-19%	-0.2
19	NC(=O)CC(NC(=O)c1ccccc1)c1ccc(N2CCc3ccccc3C2)c([N+](=O)[O-])c1 (stereo unspecified)	-2%	1	-3%	18%	-3%	0%	-19%	-2.8
20	Cc1cccc(N2CCN(C(=O)Cc3ccc(Br)cc3)CC2)c1C	0%	14	-37%	20%	-1%	4%	-8%	-0.4
21	O=C(OCCN=C1NS(=O)(=O)c2ccccc21)C1CC(=O)N(c2ccc(Cl)cc2)C1 (stereo unspecified)	-5%	0	5%	-9%	1%	5%	-9%	2.5
22	O=C(NC1CC1)c1cccc(S(=O)(=O)N2CCOCC2)c1	16%	0	-19%	-19%	8%	-8%	-3%	-0.9
23	O=C(Nc1cccc(NC(=O)c2ccccc2[N+](=O)[O-])c1)c1ccccc1Cl	-12%	-4	-4%	-14%	0%	-4%	-3%	-1.6
24	CCCn1c(C(CO)Nc2nc(C)cs2)nc2ccccc21 (stereo unspecified)	14%	-1	-4%	-13%	6%	4%	-12%	0.9
25	COc1ccc(N/C(=N/c2nc(C)cc(C)n2)NC(=O)Nc2ccc(Cl)c(Cl)c2)c(OC)c1	8%	-4	3%	3%	-25%[57.1 µM]	-14%	9%	1.0
26	Cc1nc2nc(SCC(=O)c3ccc([N+](=O)[O-])cc3)[nH]c2cc1Br	-7%	-22	39%	/	-2%	-5%	-20%	-0.3
27	O=C(CSc1cnc2ccccc2n1)NC1CCCC1	13%	-3	0%	4%	9%	-8%	-9%	-0.5
28	CN(Cc1ccccc1)CC(O)COc1ccc(CNCCOc2cccnc2)cc1 (stereo unspecified)	16%	-5	-5%	8%	8%	-9%	-5%	0.6
29	C#CCn1c(=NC(=O)c2ccccc2[N+](=O)[O-])sc2cc(S(C)(=O)=O)ccc21	27%	-15	12%	-18%	-3%	5%	-3%	1.2
30	CCCCN(Cc1ccccc1)S(=O)(=O)c1cc(Br)cc2c1N(C(C)=O)C(C)C2 (stereo unspecified)	-12%	/	-19%	28%	-14%	5%	2%	-2.0
31	Cc1onc(-c2ccccc2Cl)c1C(=O)N(C)Cc1ccccc1	1%	2	-6%	20%	-4%	7%	-7%	-0.6
32	COCC1CCCN(C(=O)c2ccc3nc(Cc4cccc(Cl)c4)oc3c2)C1 (stereo unspecified)	0%	4	-9%	/	7%	-12%	0%	-2.5
33	CCCCN(CC)c1nc(-c2ccncc2)nc2ccccc12	-11%	2	-28%	12%	-21%	14%	2%	-1.3
34	O=C(c1ccco1)N1CCN(Cc2nc3ccccc3[nH]2)CC1	-2%	-26	0%	15%	-3%	-17%	-8%	1.5
35	COC(=O)c1cc(NC(=O)Cc2ccc(OC)c(OC)c2)cc(C(=O)OC)c1	6%	-24	18%	0%	-7%	9%	27µM*	-0.4
36	COC(=O)c1cc2sc(Cl)cc2n1CC(=O)Nc1cccc(SC)c1	-5%	/	2%	13%	-7%	12%	-4%	0.5
37	COCCn1nnnc1C(c1ccccc1OC)N1CCN(c2ccccc2)CC1 (stereo unspecified)	9%	-4	1%	9%	2%[57.1 µM]	2%	1%	0.4
38	CN(CC(=O)Nc1ccc2c(c1)OCCO2)Cc1nc2ccccc2c(=O)[nH]1	5%	-1	-6%	-5%	-1%	-6%	0%	8.1
39	CC(=O)Nc1ccc(S(=O)(=O)N2CCN(c3ccc([N+](=O)[O-])cc3)CC2)cc1	-8%	2	-17%	-17%	-7%	16%	-11%	-0.1
40	CC(C)c1ccc(/C=N/n2cnnc2)cc1	7%	0	-5%	2%	-2%	3%	2%	0.2
41	Cc1ccc(-c2cnc(C(O)c3ccc(Cl)c(Cl)c3)[nH]2)cc1 (stereo unspecified)	2%	18	14%	-6%	-2%	9%	-6%	-0.4
42	CCN1CCN(C(=O)c2cc(S(=O)(=O)N3CCCCC3)ccc2Cl)CC1	25%	2	-11%	/	-16%	-2%	4%	-3.4
43	COc1ccc(/C=C(/C(=O)N2CCCCC2C(=O)O)c2ccc(OC)c(OC)c2)cc1 (stereo unspecified)	-2%	2	-15%	28%	-13%	-12%	-15%	0.5
44	CCOC(=O)C1(CCCc2ccccc2)CCN(Cc2cn(CC)nc2C)CC1	-7%	3	3%	13%	-22%	-8%	-13%	0.5
45	COc1ccc(NC(C)=O)cc1NC(=O)CN1CCN(CC(=O)Nc2ccc(Cl)cc2)CC1	-6%	-8	4%	-9%	-1%	6%	-8%	1.5
46	Oc1c(Br)cc(Br)cc1/C=N/Nc1ccc(Cl)nn1	-19%	0	-27%	6%	18%[57.1 µM]	-9%	-9%	0.5
47	O=c1[nH]c(N2CCN(Cc3ccccc3)CC2)nc2c1CCC2	-17%	2	-8%	28%	-30%	4%	-10%	0.4
48	COc1ccc(Br)c(C(=O)NC2CCCC2)c1	-3%	-19	-2%	4%	-6%	2%	1%	0.8
49	CC1CCCCC12NC(=O)N(CC(=O)OCc1ccc(Br)cc1)C2=O (stereo unspecified)	-10%	7	-15%	-8%	-4%	0%	-7%	1.2
50	CCOC(=O)C1NC(=O)CC1c1ccccc1 (stereo unspecified)	1%	1	1%	25%	1%	5%	-9%	-3.7
51	COc1ccc(NS(=O)(=O)c2cc(NC(=O)c3ccco3)ccc2N2CCCC2)cc1	-1%	2	-1%	/	-7%	-2%	2%	-0.2
52	CCCCNc1c(-c2ccc(SC(C)CC)c(OC)c2)nc2ccc(C)cn12 (stereo unspecified)	-22%	4	-83%[inhibitor]	?	-11%	-20%	1%	-3.9
53	CSc1ncnc2c1ncn2CCCN1CCN(c2ncccn2)CC1	10%	2	3%	-23%	-4%	1%	0%	-1.4
54	COC(=O)c1ccc(Oc2c(C)oc3cc(OCc4cnn(-c5ccccc5)c4)ccc3c2=O)cc1	-12%	-7	-2%	8%	2%	3%	-8%	-1.2
55	C=CCn1c(=O)/c(=C2/SC(C)=C(C)N2CC)s/c1=C1/C(=O)N(CC)C(=S)N1c1ccccc1	25%	3	3%	7%	1%	0%	-2%	1.6
56	CCCCCCCCCCCC(=O)NC(Cc1ccc(OC)c([N+](=O)[O-])c1)C(=O)O (stereo unspecified)	-13%	0	-17%	?	-14%	-10%	?	1.8
57	C=CCOC(=O)C1=C(C)NC(C)=C(C(=O)OCC=C)C1c1ccc(C)o1	-6%	18	-8%	33%	-34%	4%	2%	-0.7
58	COCCN(C(=O)C1CC(=O)N(Cc2ccccc2)C1)c1nc(-c2ccc([N+](=O)[O-])cc2)cs1 (stereo unspecified)	9%	-1	11%	36%	-2%	9%	?	-0.3
59	COc1cccc(C2c3c(oc4ccccc4c3=O)C(=O)N2Cc2ccco2)c1 (stereo unspecified)	10%	-3	23%	7%	-10%	5%	-4%	0.9

# Some of these compounds in order of count of non-hydrogen atoms, falling:
cpd	molecule	EPAC1 antag	PI5P4Ka inh	Abeta yeast res	FUS yeast rescue	WRN inhibitor	EPAC1 ag	PLK1 PBD inh	IL-2 act
55	C=CCn1c(=O)/c(=C2/SC(C)=C(C)N2CC)s/c1=C1/C(=O)N(CC)C(=S)N1c1ccccc1	25%	3	3%	7%	1%	0%	-2%	1.6
59	COc1cccc(C2c3c(oc4ccccc4c3=O)C(=O)N2Cc2ccco2)c1 (stereo unspecified)	10%	-3	23%	7%	-10%	5%	-4%	0.9
53	CSc1ncnc2c1ncn2CCCN1CCN(c2ncccn2)CC1	10%	2	3%	-23%	-4%	1%	0%	-1.4
